Screening results deposited in PubChem by Sanford-Burnham Center for Chemical Genomics.
SKN-1 inh – inhibitors of C. elegans SKN-1; C. elegans VP596 Pgst-4::GFP/RFP ratio, acrylamide-induced, 24 h; inhibition, % at 21.8 µM; 0.49% of 360,000 active; AID 624304;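 active = interference check ratio from 0.5 to 1.5 plus GFP to RFP signal ratio inhibition reaching or exceeding a fixed threshold, cut at about 30% in these data, passing the limit was not always enough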; also: some compounds called inactive have numbers as strong as hits
NadD block – inhibitors of Staphylococcus aureus NadD; purified NadD enzyme, colorimetric absorbance read-out; inhibition, % at 20 µM; AID 602399; 0.78% of 360,000 active; in the data active = inhibition above about 26%; also: some compounds past the cut are filed as inactive
SUMO1-SIM PPI – alters human SUMO1 binding to SIM partners. SUMO1 binding to a labelled peptide, TR-FRET, 1 h. AID 602429. 0.33% of 360,000 active. inhibition, % at 20 µM. P63165; in the data active = inhibition above about 37%
Scp1 inh – blocks human Scp-1 phosphatase activity; 0.88% of 340,000 active; Q9GZU7; inhibition, % at 20 µM; AID 493091; Recombinant Scp1, phosphopeptide, malachite green phosphate absorbance;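 active = inhibition above about 50% at 20 µM, limit read from the data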;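 also: plate controls were DMSO wells with enzyme for no effect and wells lacking enzyme for full effect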
Target sequence (Q9GZU7 76-261 limits assumed): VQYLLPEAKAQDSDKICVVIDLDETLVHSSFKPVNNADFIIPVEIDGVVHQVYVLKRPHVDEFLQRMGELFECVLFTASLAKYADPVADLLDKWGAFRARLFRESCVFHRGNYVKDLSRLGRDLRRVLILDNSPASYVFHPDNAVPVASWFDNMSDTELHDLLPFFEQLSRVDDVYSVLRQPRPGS
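assay system = SCP-1 phosphatase catalytic domain, residues 76-261 | buffer or medium = 50 mM Tris acetate pH 5.5, 0.005% Tween-20, 10 mM MgCl2 | incubation = enzyme reaction 45 min at room temperature, colour 5 min, stabilisation 30 min | signal = Phosphate-binding colour reagent, absorbance read at 630 nm | measure = % inhibition at 20 µM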
STEP inh – STEP (human) phosphatase inhibition | recombinant STEP, OMFP fluorogenic substrate, fluorescence | inhibition, % at 20 µM | 0.25% of 360,000 active | AID 588621;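 active = inhibition at 20 µM, scaled per plate between control wells, above about 37%, limit read from the data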;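 also: 0% = DMSO with enzyme and substrate and 100% = substrate only without enzyme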
Target sequence (P54829 whole entry, looked up): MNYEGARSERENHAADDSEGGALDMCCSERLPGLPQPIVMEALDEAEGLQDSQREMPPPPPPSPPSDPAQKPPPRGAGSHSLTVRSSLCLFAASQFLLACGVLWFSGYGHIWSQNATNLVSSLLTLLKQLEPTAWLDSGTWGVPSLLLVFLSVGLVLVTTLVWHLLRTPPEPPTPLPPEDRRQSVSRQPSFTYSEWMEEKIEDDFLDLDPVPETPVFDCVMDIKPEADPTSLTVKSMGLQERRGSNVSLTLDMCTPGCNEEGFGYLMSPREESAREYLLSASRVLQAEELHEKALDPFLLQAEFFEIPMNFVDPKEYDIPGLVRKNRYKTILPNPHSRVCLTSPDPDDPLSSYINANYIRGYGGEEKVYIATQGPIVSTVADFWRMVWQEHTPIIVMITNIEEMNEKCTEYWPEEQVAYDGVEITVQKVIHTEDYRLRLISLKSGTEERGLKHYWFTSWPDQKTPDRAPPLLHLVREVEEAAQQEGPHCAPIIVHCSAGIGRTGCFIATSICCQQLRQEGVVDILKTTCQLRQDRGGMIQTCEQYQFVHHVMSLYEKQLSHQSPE
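Also added – OMFP at 25 µM · Test system – STEP tyrosine phosphatase · Technique – FITC-channel fluorescence of OMFP product · Schedule – 20 min at room temperature, dark · Evaluation – control-normalized % inhibition with plate pattern correction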
Rpn11 inh – inhibitors of human proteasome Rpn11; O00487; human 26S proteasome, Ub4-pepOG fluorescence polarization; 20S core pre-blocked with epoxomicin; calls only at 20 µM; 0.59% of 360,000 active; AID 588493;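 active = inhibition at 20 µM, scaled to each plate's controls, above about 33%, limit read from the data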
DNMT1 block – inhibitors of human DNMT1 | P26358 | DNMT1 molecular beacon, Hinp1I cleavage, fluorescence | inhibition (reported as % activation of signal), % at 10 µM | 0.83% of 360,000 active; in the data active = inhibition above about 50%
MT1-MMP act inh – inhibitors of human MT1-MMP activation; HT1080 RFP-PRO-GFP cells, GFP/RFP ratio fluorescence, overnight; percent of plate control window, DMSO zero; 0.061% of 360,000 active; GFP/RFP ratio change, % at 20 µM;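 active = GFP/RFP ratio change of at least 30% with cell ATP level not reduced by more than half and red fluorescence within 50% of control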; also: strong numbers were not always called active
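Assay system: HT1080 cells carrying an RFP-PRO-GFP reporter | Dosing: Single dose of 20 µM compound, 1% DMSO final | Incubation: Cells overnight before dosing, compound overnight, 37 °C, 5% CO2 | Evaluation: GFP/RFP fluorescence ratio | Control set: DMSO and RFP-L50D-GFP cell wells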
LMPTP inh – blocks human LMPTP phosphatase; recombinant LMPTP-A, OMFP fluorogenic substrate, fluorescence intensity; inhibition, % at 20 µM; 0.22% of 360,000 active; P24666;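 active = compounds that cut the enzyme signal by at least half of the control window in the single-dose screen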;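 also: plate controls were DMSO wells with enzyme plus substrate for no effect and substrate without enzyme for full effect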
Target sequence (P24666 whole entry, looked up): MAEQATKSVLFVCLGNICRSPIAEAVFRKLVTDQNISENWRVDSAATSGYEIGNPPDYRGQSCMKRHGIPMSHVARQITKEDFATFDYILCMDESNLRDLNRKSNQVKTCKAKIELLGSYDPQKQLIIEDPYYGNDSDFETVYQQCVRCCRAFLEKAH
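material = LMPTP-A | quantity = 0.625 nM enzyme | reagent = OMFP substrate, 400 µM final | buffer or medium = Bis-Tris pH 6.0, DTT, detergent | detection = endpoint fluorescence intensity from OMFP dephosphorylation | dosing = single 20 µM dose | read-out basis = % inhibition relative to no-enzyme and uninhibited control wells | control set = no-enzyme and uninhibited controls | timing = 50 min at room temperature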
NRP1-CendR mod – NRP-1/CendR interaction modulation; O14786; FAM-RPARPAR peptide binding to NRP-1, fluorescence polarization; inhibition, % at 25 µM; 0.85% of 360,000 active; AID 602438;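 active = inhibition or corrected inhibition above about 18%, plus a signal ratio from 0.5 to 1.5, limit read from the data, passing the limit was not always enough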; also: strong numbers were not always called active
* = called active by the depositor; i = inactive; . = not tested or not shown.

Second line of a record: SKN-1 inh	NadD block	SUMO1-SIM PPI	Scp1 inh	STEP inh	Rpn11 inh	DNMT1 block	MT1-MMP act inh	LMPTP inh	NRP1-CendR mod
1	COc1ccccc1NC(=O)Cn1ccn(-c2cccc3ccccc23)c(=O)c1=O
 : -12	6	-15	-3	0	i	-4	0	-1.0	15
2	O=C(NC1CC(=O)N(c2ccc(Cl)cc2)C1)N1CCN(C(=O)c2ccco2)CC1 (stereo not given)
 : -1	4	6	4	-1	i	3	1	-0.6	6
3	C/C(N)=C(/C#N)C(=O)COC(=O)c1ccc(OCC2CCCO2)cc1 (stereo not given)
 : -4	1	1	1	5	i	7	2	-0.2	-1
4	Cc1ccc(S(=O)(=O)N2C[C@@H]3[C@H]4CC[C@H](C4)[C@@H]3[C@@H](C)[C@@H]2c2ccn([Si](C(C)C)(C(C)C)C(C)C)c2)cc1
 : 0	-4	7	1	4	i	4	3	-1.0	-1
5	COc1cc(S(=O)(=O)Nc2ccc(C)cc2)ccc1N=Cc1c(C)[nH]n(-c2ccc(C)cc2)c1=O
 : 9	28	13	-8	-9	i	-6	1	3.4	-1
6	COc1ccc(C(=O)NNC(=O)CSc2nnnn2-c2cc(OC)cc(OC)c2)cc1
 : -15	-1	4	1	-4	i	0	-2	-0.8	-3
7	CCC(C)c1ccc(N(C(=O)c2ccco2)C(C(=O)NC2CCCC2)c2cccnc2)cc1 (stereo not given)
 : 24	-3	4	-3	1	i	0	-7	0.5	2
8	Cc1cc(C)c(NC(=O)c2ccccc2N(C)S(C)(=O)=O)c(C)c1
 : 11	2	4	-4	-2	i	-12	24	-1.4	6
9	O=c1[nH]cn[nH]1
 : 9	6	-4	4	-2	i	-2	0	-1.4	-10
10	CCOC(=O)C1CCCN(c2c(Nc3ccc(C)c(C)c3)c(=O)c2=O)C1 (stereo not given)
 : -5	2	-2	-9	-4	i	3	-3	-0.3	-4
11	Cc1cccc(C(=O)Nc2nnc(Cc3ccccc3)s2)c1
 : 7	-3	7	-5	-2	i	-1	5	1.1	11
12	CC(NS(=O)(=O)c1ccc(Br)cc1)C(=O)NCC1CCCO1 (stereo not given)
 : -3	0	1	-4	0	i	0	-2	-1.6	12
13	CC(=O)N1CCN(Cc2nc3cc(NC(=O)c4ccccc4C)ccc3n2C)CC1
 : 8	7	0	-2	0	i	1	1	0.5	6
14	Cc1nnsc1-c1c(C(=O)O)c(C)nn1-c1ccc(OC(F)(F)F)cc1
 : -5	-4	3	91*	0	i	0	-2	-1.1	-4
15	Cc1cccc(C(=O)Nc2ccccc2C(=O)OCc2c(C)noc2C)c1
 : -19	-5	3	-12	2	i	-1	-3	1.7	-14
16	CCCn1cc(S(=O)(=O)c2ccc(C)cc2)c(=O)c2cc(OC)ccc21
 : 12	-3	6	4	-1	i	2	-3	-0.8	-2
17	COc1ccc(CCNC(=O)CC2(CC3=NS(=O)(=O)c4ccccc4N3)CCCC2)cc1OC
 : 10	3	-2	-2	-2	i	1	2	-1.8	-2
18	CCCCCCOc1ccc(/C(C)=N/NC2=NCCN2)cc1
 : 27	-5	-66	-9	6	i	0	-1	-1.2	-8
19	Cc1cc(C)cc(OCC(=O)OCC(=O)Nc2cc(C)nn2-c2ccccc2)c1
 : -4	1	-2	0	0	i	-4	-3	-0.5	5
20	Cc1nc(S(=O)(=O)N(C)c2ccccc2)c(C#N)c(C)c1Cl
 : 12	-10	-2	2	1	i	-1	2	-0.7	-2

Shown as a hit in Scp1 inh, of those listed so far:
no. | molecule | SKN-1 inh | NadD block | SUMO1-SIM PPI | Scp1 inh | Rpn11 inh | DNMT1 block | MT1-MMP act inh | LMPTP inh | NRP1-CendR mod
14 | Cc1nnsc1-c1c(C(=O)O)c(C)nn1-c1ccc(OC(F)(F)F)cc1 | -5 | -4 | 3 | 91* | i | 0 | -2 | -1.1 | -4

As a working copy, part of the list above.
Second line of a record: SKN-1 inh	NadD block	SUMO1-SIM PPI	Scp1 inh	STEP inh	Rpn11 inh	DNMT1 block	MT1-MMP act inh	LMPTP inh	NRP1-CendR mod
19	Cc1cc(C)cc(OCC(=O)OCC(=O)Nc2cc(C)nn2-c2ccccc2)c1
 : -4	1	-2	0	0	i	-4	-3	-0.5	5
20	Cc1nc(S(=O)(=O)N(C)c2ccccc2)c(C#N)c(C)c1Cl
 : 12	-10	-2	2	1	i	-1	2	-0.7	-2

Further records
Short forms: A = SKN-1 inh; B = NadD block; C = SUMO1-SIM PPI; D = Scp1 inh; E = STEP inh; F = Rpn11 inh; G = DNMT1 block; H = MT1-MMP act inh; I = LMPTP inh; J = NRP1-CendR mod
21: Cc1ccccc1NC(=O)CNc1ccc(Cl)c(C(F)(F)F)c1
  A: -9; B: -3; C: 1; D: -1; E: 0; F: i; G: -3; H: -1; I: 1.2; J: -9
22: CC(C)(C)c1ccc(OCCC(=O)NC2=NCCS2)cc1
  A: -7; B: -3; C: 1; D: -5; E: 3; F: i; G: 0; H: -5; I: -2.3; J: -4
23: Cc1ccc(S(=O)(=O)N(C)C[C@H]2OCCCC[C@H](C)Oc3ccc(NC(=O)Nc4cccc5ccccc45)cc3C(=O)N([C@@H](C)CO)C[C@H]2C)cc1
  A: -6; B: 25; C: 0; D: .; E: 3; F: i; G: -12; H: 2; I: 3.1; J: -4
24: CCOc1ccc(N2C(=O)Nc3ccc(Br)cc3C2(O)C(=O)NCCCN(C)C)cc1 (stereo not given)
  A: -1; B: -7; C: -2; D: -9; E: 2; F: i; G: 2; H: 0; I: -5.6; J: 14
25: NC(CSC(c1ccccc1)(c1ccccc1)c1ccc2c(c1)OCO2)C(=O)O (stereo not given)
  A: -18; B: 31*; C: 5; D: .; E: 4; F: i; G: 51*; H: -3; I: 1.7; J: -19
26: COc1cc2c(cc1OC)C(c1cccnc1)CC(=O)N2 (stereo not given)
  A: -4; B: 2; C: 6; D: -9; E: 3; F: i; G: 0; H: 3; I: -1.2; J: 3
27: CCC(=O)c1cn(CC(=O)Nc2ccccc2Cl)c2ccccc12
  A: 15; B: 5; C: -10; D: -2; E: 1; F: i; G: 1; H: 4; I: -0.1; J: -8
28: CCCCN1C(=O)c2ccc(C(=O)Nc3ccc(S(=O)(=O)N(C)C)cc3)cc2C1=O
  A: -6; B: -6; C: -16; D: -10; E: 0; F: i; G: -15; H: -1; I: 2.5; J: 9
29: CC(=O)Nc1ccc(C(=O)COC(=O)C2CC3CCCC(C2)C3=O)cc1 (stereo not given)
  A: 10; B: -2; C: 2; D: -6; E: -4; F: i; G: -11; H: 0; I: -0.3; J: 8
30: C=CCNc1nc(-c2sc(NC(=O)CC)nc2C)cs1
  A: 19; B: -1; C: -3; D: -3; E: -3; F: i; G: -12; H: -8; I: -0.3; J: -11
31: CCOC(=O)C1(CC2CCCCO2)CCN(C(=O)Nc2ccccc2CC)CC1 (stereo not given)
  A: -5; B: 1; C: -1; D: 1; E: -1; F: i; G: 4; H: -9; I: -1.4; J: -6
32: CCOc1ccc2nc(Nc3nc4ccc(NC(C)=O)cc4s3)sc2c1
  A: -2; B: 5; C: -5; D: -6; E: 6; F: i; G: -19; H: 1; I: -0.1; J: -7
33: Cc1cccc(N=C2N=C(N)c3ccccc32)c1
  A: 9; B: 7; C: -5; D: 0; E: 0; F: i; G: 0; H: 0; I: -0.6; J: -4
34: CC(=O)Nc1cccc(NC(=O)Nc2ccc(C)c(Cl)c2)c1
  A: -4; B: 2; C: -3; D: -9; E: -4; F: i; G: 1; H: 1; I: 0.7; J: 12
35: CCn1cnc2cc(NCc3ccccc3Cl)ccc21
  A: 14; B: -1; C: -1; D: -9; E: -2; F: i; G: -1; H: 1; I: 1.1; J: -2
36: Cc1ccccc1-c1nc(S(=O)(=O)c2ccc(Cl)cc2)c(NCCN2CCOCC2)o1
  A: 14; B: -5; C: 1; D: 1; E: 0; F: i; G: -4; H: -11; I: 0.5; J: -14
37: O=C1CCCC2=C1C(c1cccs1)Nc1ccc3ncccc3c12 (stereo not given)
  A: 13; B: 2; C: -2; D: -6; E: -6; F: i; G: -6; H: 1; I: 1.1; J: -3
38: Cc1cccc(-n2nc3c(c2NC(=O)c2ccc4c(c2)OCO4)CS(=O)(=O)C3)c1C
  A: 13; B: -2; C: 1; D: -3; E: -3; F: i; G: 0; H: -3; I: -0.6; J: 5

7 entries already listed, ordered by the value under LMPTP inh, largest number first.
# | Molecule | SKN-1 inh | NadD block | SUMO1-SIM PPI | Scp1 inh | Rpn11 inh | DNMT1 block | MT1-MMP act inh | LMPTP inh | NRP1-CendR mod
23 | Cc1ccc(S(=O)(=O)N(C)C[C@H]2OCCCC[C@H](C)Oc3ccc(NC(=O)Nc4cccc5ccccc45)cc3C(=O)N([C@@H](C)CO)C[C@H]2C)cc1 | -6 | 25 | 0 | . | i | -12 | 2 | 3.1 | -4
28 | CCCCN1C(=O)c2ccc(C(=O)Nc3ccc(S(=O)(=O)N(C)C)cc3)cc2C1=O | -6 | -6 | -16 | -10 | i | -15 | -1 | 2.5 | 9
25 | NC(CSC(c1ccccc1)(c1ccccc1)c1ccc2c(c1)OCO2)C(=O)O (stereo not given) | -18 | 31* | 5 | . | i | 51* | -3 | 1.7 | -19
21 | Cc1ccccc1NC(=O)CNc1ccc(Cl)c(C(F)(F)F)c1 | -9 | -3 | 1 | -1 | i | -3 | -1 | 1.2 | -9
36 | Cc1ccccc1-c1nc(S(=O)(=O)c2ccc(Cl)cc2)c(NCCN2CCOCC2)o1 | 14 | -5 | 1 | 1 | i | -4 | -11 | 0.5 | -14
26 | COc1cc2c(cc1OC)C(c1cccnc1)CC(=O)N2 (stereo not given) | -4 | 2 | 6 | -9 | i | 0 | 3 | -1.2 | 3
22 | CC(C)(C)c1ccc(OCCC(=O)NC2=NCCS2)cc1 | -7 | -3 | 1 | -5 | i | 0 | -5 | -2.3 | -4
